HIF act: HIF pathway transcriptional activators, primary screen, cell-based, U2OS HRE-luciferase, luminescence; hit rate 0.32% among 300,000; U2OS HRE-luciferase reporter; normalized: DMSO 0%, desferrioxamine 100%; activation, % at 7.5 µM (by protocol);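 active = mean activation of at least 10% of the iron chelator positive control signal, with at least half of replicates also reaching 10%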
MrgX1 antagonist: antagonists of human MrgX1 receptor, primary screen, HEK293 cells, Fluo-4 calcium flux | Mas-related G-protein coupled receptor member X1 (Homo sapiens), Q96LB2 | B-score at 10 µM | hit rate 1.3% among 310,000 | BAM8-22 antagonism; active compounds read low;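 active = calcium-response B-score plate-corrected more than 3 library SD below zero, starting fluorescence within 5 deviations, no agonist response on first addition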;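 note: peak minus trough fluorescence over baseline after final BAM8-22 challenge near maximal dose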
Target sequence (Q96LB2 whole entry, looked up): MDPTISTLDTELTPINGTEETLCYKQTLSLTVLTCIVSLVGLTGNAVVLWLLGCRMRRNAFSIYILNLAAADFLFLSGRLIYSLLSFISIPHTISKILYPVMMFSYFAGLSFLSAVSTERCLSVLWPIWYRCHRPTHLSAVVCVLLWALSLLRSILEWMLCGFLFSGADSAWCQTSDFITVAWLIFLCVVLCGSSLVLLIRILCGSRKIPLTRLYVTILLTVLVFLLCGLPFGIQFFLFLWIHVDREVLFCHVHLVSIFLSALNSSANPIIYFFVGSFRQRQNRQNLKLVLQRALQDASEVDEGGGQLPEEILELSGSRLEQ
SKKanGAS inh: S. pyogenes SKKanGAS growth inhibitors in kanamycin, primary screen, streptokinase expression inhibitor project, SKKanGAS strain, BacTiter-Glo luminescence | hit rate 1.3% among 300,000 | inhibition, % at 7.5 µM | 6 h;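 active = mean replicate score, as percent of positive control median, at least 50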;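 note: strain carries kanamycin resistance gene driven by streptokinase promoter and grows in 40 µg/ml kanamycin; loss of luminescence reflects streptokinase promoter inhibition or plain growth inhibition; 0% = median of DMSO wells and 100% = positive control at its reference dose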
TRPC4 act: activators of mouse TRPC4 channel, primary screen, Fluo4 calcium, HEK293 TRPC4beta/mu-opioid cells | Fluo4 calcium fluorescence; active compounds read high | B-score at 10 µM | hit rate 0.49% among 310,000;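 active = B-score above 5 SD of library B-scores, and initial fluorescence ratio not above library mean plus 5 SD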;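 note: positive B-score marks a calcium rise read as TRPC4 activation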
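Material: TRPC4beta and mu-opioid receptor HEK293 stable cells | Incubation: 45 min room-temperature Fluo4 loading, 110 s read | Detection: Kinetic Fluo4 calcium fluorescence | Measure: Integrated baseline-normalised fluorescence ratio, converted to per-well B score | Benchmarks: Low control buffer alone, high control maximal DAMGO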
TRPC4 inh: inhibitors of mouse TRPC4 channel, primary screen, Fluo4 calcium, HEK293 TRPC4beta/mu-opioid cells; DAMGO-evoked Fluo4 calcium flux; active compounds read low; B-score at 10 µM; hit rate 0.39% among 300,000; Short transient receptor potential channel 4 (Mus musculus), Q9QUQ5;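 active = B-score over 3 SD under the library average, no early fluorescence shift, positive overall ratio signal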
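Assay system: HEK293 cells with stable TRPC4beta plus mu-opioid receptor expression. Dosing: single dose. Measured by: Fluo4 Ca2+ flux fluorescence. Also added: DAMGO in two steps, submaximal then maximal. Read-out: B score from integrated Fluo4 fluorescence ratio.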
IEC-6 cytotox: cytotoxicity in IEC-6 intestinal epithelial cells, primary screen, cytotoxicity control for KLF5 inhibitor project, cell-based, luminescence; IEC-6 cytotoxicity, luminescence viability; inhibition, % at 5 µM; hit rate 0.78% among 290,000; AID 1825, 2009; in the data active = inhibition above about 22%;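 note: 0% = plate median of test compound wells and 100% = cytotoxic reference compound wells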
aSyn 5UTR inh: MLPCN primary screen, SNCA 5' untranslated region; alpha-synuclein 5'UTR reporter, inhibitor activity; inhibition, % (tested at 7.5 µM); hit rate 0.82% among 300,000; in the data active = inhibition above about 60%;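 note: H4 neuroglioblastoma cells stably carrying SNCA 5'UTR luciferase fusion; 0% = DMSO wells and 100% = positive control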
TRPC6 inh: mouse TRPC6 channel inhibitors, primary screen, cell-based, HEK293, membrane potential dye | Short transient receptor potential channel 6 (Mus musculus), Q61143 | ACh-evoked depolarization; active compounds read low | B-score at 10 µM | hit rate 1.1% among 310,000;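 active = B-score under library mean minus 3 SD, initial fluorescence not abnormally high, positive integrated signal ratio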;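 note: B-score derived from integrated fluorescence ratio over the kinetic read; more negative B-score means stronger inhibition of depolarization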
TRPC4 PAM: positive allosteric modulators of TRPC4, primary screen, cell-based, mouse TRPC4beta, HEK293 mu-opioid, Fluo-4 calcium; Short transient receptor potential channel 4 (Mus musculus), Q9QUQ5; DAMGO EC20, Fluo-4 Ca2+ flux; active compounds read high; B-score at 10 µM; hit rate 0.42% among 310,000; AID 2227, 2009;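 active = B-score of calcium response area above 5 SD of library B-scores, with initial fluorescence ratio within 5 SD of library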;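 note: B-score of integrated fluorescence ratio over time as area under calcium response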
KLF5 inhibitor: KLF5 expression inhibitors, primary screen, DLD-1 cells, luminescence. DLD-1 KLF5 promoter-luciferase reporter. inhibition, % at 5 µM. hit rate 0.23% among 290,000. AID 1700, 2009;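 active = inhibition above a per-plate limit of that plate's mean compound inhibition plus 3 SD, cut at about 60% in these data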;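 note: 0% = DMSO wells and 100% = LY294002 at 200 µM; higher means less KLF5 promoter-driven luciferase light; inactives centre near -14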
TRPC6 act: mouse TRPC6 channel activators, primary screen, cell-based, HEK293, membrane potential dye | B-score at 10 µM | hit rate 0.13% among 310,000 | Short transient receptor potential channel 6 (Mus musculus), Q61143 | HEK293-TRPC6 membrane potential dye fluorescence; active compounds read high;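 active = B-score of the integrated fluorescence ratio above library mean plus 3 SD, and starting fluorescence ratio within library mean plus 5 SD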;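 note: higher score means more depolarization so channel activation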
Numbers without * were called inactive; i = inactive; nt = no result given.

SMILES	HIF act	MrgX1 antagonist	SKKanGAS inh	TRPC4 act	TRPC4 inh	IEC-6 cytotox	aSyn 5UTR inh	TRPC6 inh	TRPC4 PAM	KLF5 inhibitor	TRPC6 act
COc1ccc(NC(=O)C2CCCN(C(=O)Nc3ccc(F)cc3)C2)cc1OC (stereo not drawn)	0.2	i	5	i	i	5	-10	i	i	0	i
Nc1nc2n(n1)C(c1cccc(Cl)c1)CC(c1ccc(F)cc1)N2 (stereo not drawn)	-0.1	i	0	i	i	-3	-19	i	i	-8	i
Cc1ccccc1CN1CCN(CC(=O)NCc2ccccn2)C1=O	-0.1	i	-1	i	i	-5	15	i	i	21	i
O=C1CC(NS(=O)(=O)c2ccccc2)CN1c1ccc2c(c1)OCCO2 (stereo not drawn)	0.4	i	-8	i	i	nt	3	i	i	nt	i
CCCCCC(=O)Nc1cccc(C2=NOC3(C2)C[C@@H](C(N)=O)N(C(=O)c2ccc(OC)cc2)C3)c1 (stereo partly drawn)	-3.1	i	3	i	i	nt	-7	i	i	nt	i
COc1ccc(/C=C/c2nc3ccccc3n2Cc2ccccc2OC)cc1	1.2	i	25	i	i	2	-153	i	i	-23	i
CC(C)CCn1nnnc1C(c1ccc(F)cc1)N1CCC(C(N)=O)CC1 (stereo not drawn)	-0.2	i	2	i	i	-2	-11	i	i	-20	i
CCC(CC)N1CCN(Cc2nc3ccc([N+](=O)[O-])cc3c(=O)n2-c2ccccc2F)CC1	0.7	i	-2	i	i	7	-8	i	i	-17	i
Cc1ccc(NC(=O)CCNS(=O)(=O)c2ccc3c(c2)CCC(=O)N3)c(Br)c1	-0.2	i	-17	i	i	-7	3	i	i	-2	i
CCC(=O)N1CCc2cc(S(=O)(=O)NCCC(=O)NC3CCCc4ccccc43)ccc21 (stereo not drawn)	-0.5	i	4	i	i	5	7	i	i	-32	i
Cc1ccc(CNc2ccc3c(c2)ncn3C(C)C)cc1	2.5	i	13	45*	i	-5	-144	i	i	-159	i
Cc1ccccc1Cn1nc(C)c(NC(=O)c2cc(-c3ccco3)on2)c1C	0.3	i	4	i	i	-2	-2	i	i	-12	i
Cc1nc2cc(Cl)c(Cl)cc2nc1C	1.0	i	0	i	i	2	-57	i	i	-21	i
CCOc1ccc(NC(=O)c2cc(F)c(F)cc2Cl)cc1OCC	0.1	i	-1	i	i	6	17	i	i	-4	i
COCCn1c(SCc2cc(=O)n3cc(C)ccc3n2)nc2ccccc2c1=O	-0.6	i	6	i	i	5	10	i	i	-9	i
CSc1nc(-c2ccc(Cl)cc2)nn1S(=O)(=O)c1ccccc1	2.4	i	0	i	i	3	-74	i	i	-13	i
COc1c(C)cc(Br)cc1C(=O)O	-0.3	i	-14	i	i	1	-19	i	i	-18	i
Cc1ccc(N2C(=O)c3ccccc3C2=O)cc1	0.3	i	5	i	i	-8	-1	i	i	-17	i
O=C(NCc1ccccn1)c1ccc(Br)s1	0.9	i	2	i	i	3	-43	i	i	-25	i
CCOC(=O)c1cnc(SC2CC(=O)N(c3ccc(OC)c(OC)c3)C2=O)nc1N (stereo not drawn)	0.2	i	0	i	i	1	-4	i	i	3	i
O=C(Cn1nnc2ccccc2c1=O)NC1CCCc2ccccc21 (stereo not drawn)	0.3	i	-1	i	i	-4	9	i	i	15	i
Cc1cc(C)n(CC(=O)n2c(C)c(C)c3ccccc32)n1	0.0	i	-6	i	i	4	-7	i	i	-29	i
O=C(Nc1ccccc1C(F)(F)F)NC1CCCCCCC1	0.1	i	-1	i	i	1	-25	i	i	-21	i
Cc1nnc2c(NC(C)C)nc3ccccc3n12	-0.2	i	-4	i	i	9	-1	i	i	-11	i
CSc1cccc(NC(=O)CCNS(=O)(=O)c2ccc3[nH]c(=O)oc3c2)c1	-0.3	i	6	i	i	0	2	i	i	-12	i
C/C(=N\NC(=O)c1c(C)nc2ccccn12)c1ccc(N2CCOCC2)cc1	0.0	i	-4	i	i	0	-11	i	i	-17	i
COC(=O)/C=C1\SC(N)=NC1=O	0.0	i	3	i	i	-4	9	i	i	-17	i
Cc1ccc(-c2cc(C(F)F)n3ncc(C(=O)N4CCc5ccccc5C4)c3n2)cc1	-0.3	i	-2	i	i	-6	-33	i	i	6	i
CCc1cccc(NC(=S)N(CCCOC(C)C)C2CCN(C(C)=O)CC2)c1	-0.3	i	3	i	i	-6	6	i	i	-47	i
O=[N+]([O-])c1ccc(-c2nc(=S)c3c(o2)CCCC3)cc1	0.9	i	3	i	i	1	-106	i	i	7	i
Cc1ccc(C(=O)NC(=S)Nc2cccc(NC(=O)c3ccccc3)c2)cc1[N+](=O)[O-]	0.2	i	16	i	i	3	-5	i	i	21	i
CCc1nnc(NC(=O)CN2CCN(C(=O)c3ccccc3)CC2)s1	0.3	i	-12	i	i	-8	-27	i	i	-23	i
COC(=O)CSc1cc([N+](=O)[O-])cc2c1c(C1OCCO1)nn2-c1ccccc1	-0.4	i	2	i	i	1	-11	i	i	-8	i
CCCCN(C(=O)c1ccc(N(C)S(=O)(=O)c2ccc(C)cc2)cc1)c1c(N)n(CCC)c(=O)[nH]c1=O	0.3	i	16	i	i	0	10	i	i	-21	i
C=CCN(c1ccccc1C(=O)NCC(=O)O)S(=O)(=O)c1ccccc1C	-0.5	i	3	i	i	-9	-38	i	i	-12	i
CC(/C=N/NC(=O)c1nnn(-c2nonc2N)c1C(C)C)=C\c1ccccc1	2.5	i	15	i	i	9	-81	i	i	-57	i
Cc1nnc(N2C(=O)c3oc4ccccc4c(=O)c3C2c2ccco2)s1 (stereo not drawn)	-0.2	i	-4	i	i	-4	-16	i	i	-18	i
CNC(=S)N/N=C/c1cn(Cc2ccc(C)cc2)c2ccccc12	0.8	i	54*	i	i	4	6	i	i	5	i
COc1ccccc1-c1noc2ncnc(Nc3ccccc3C)c12	-0.5	i	7	i	i	-8	16	i	i	-14	i
CCOC(=O)CNC(=O)c1ccc(Br)s1	-0.2	i	-1	i	i	1	0	i	i	-19	i

Among those listed so far, these have a furan ring, fused or not.
SMILES	HIF act	MrgX1 antagonist	SKKanGAS inh	TRPC4 act	TRPC4 inh	IEC-6 cytotox	aSyn 5UTR inh	TRPC6 inh	TRPC4 PAM	KLF5 inhibitor	TRPC6 act
Cc1ccccc1Cn1nc(C)c(NC(=O)c2cc(-c3ccco3)on2)c1C	0.3	i	4	i	i	-2	-2	i	i	-12	i
Cc1nnc(N2C(=O)c3oc4ccccc4c(=O)c3C2c2ccco2)s1 (stereo not drawn)	-0.2	i	-4	i	i	-4	-16	i	i	-18	i

Remaining list, next part.
SMILES	HIF act	MrgX1 antagonist	SKKanGAS inh	TRPC4 act	TRPC4 inh	IEC-6 cytotox	aSyn 5UTR inh	TRPC6 inh	TRPC4 PAM	KLF5 inhibitor	TRPC6 act
CC(=O)N/N=C/c1c(C)[nH]n(-c2ccccc2)c1=O	-0.1	i	-13	i	i	1	1	i	i	-17	i
CCOc1ccc(CCNC(=O)c2ccc3c(=O)n4c(nc3c2)CCCCC4)cc1	-0.9	i	1	i	i	-2	-6	i	i	-25	i
CCn1c(SCC(=O)N/N=C/c2ccc(OC)c(OC)c2)nc2ccccc21	nt	i	0	i	i	6	nt	i	i	-21	i
CCNc1nc(NC(C)C)nc(OCC)n1	-0.2	i	1	i	i	1	19	i	i	4	i
CS(=O)(=O)N(CC(=O)N1CCCCCC1)c1ccccc1	-1.2	i	-4	i	i	-2	6	i	i	3	i
Cc1nnsc1S(=O)(=O)Cc1ccccc1C(F)(F)F	-0.1	i	2	i	i	3	-76	i	i	-28	i
CCOC(=O)c1ccc(NC(=S)N2CCSC2c2ccc(Br)cc2)cc1 (stereo not drawn)	0.2	i	5	i	i	-7	-3	i	43*	-4	i
Nc1nonc1C(=O)NCCNCc1ccccc1	0.2	i	1	i	i	-4	-10	i	i	-37	i
CCc1cc(C(=O)c2ccccc2)c(N)s1	2.4	i	-13	i	i	3	7	i	i	-28	i
O=C(N/C(=C/c1ccc(Br)cc1)C(=O)N1CCCCC1)c1ccccc1F	0.1	i	-1	i	i	5	-5	i	i	-6	i
Cc1c(CCO)c(=O)n(C)n1C(=O)c1ccc(F)cc1	0.1	i	4	i	i	1	-3	i	i	-12	i
COCCCNC(=O)CCn1c(=O)c2ccccc2n(Cc2cccc([N+](=O)[O-])c2)c1=O	0.1	i	5	i	i	-4	7	i	i	-7	i
CC1CC(C)CN(C(=O)/C(=C\c2ccccc2)c2ccccc2)C1 (stereo not drawn)	-0.5	i	5	i	i	-1	-7	i	i	-25	i
CC(C)CN1CCN(Cc2nc3ccccc3s2)CC1CCO (stereo not drawn)	-0.7	i	2	i	i	3	-25	i	i	-10	i
NS(=O)(=O)c1ccc(CNC(=O)CCSCCC(=O)NCc2ccc(S(N)(=O)=O)cc2)cc1	0.0	i	-8	i	i	4	-7	i	i	-1	i
COc1ccc2sc(N(CCCN(C)C)C(=O)c3ccc(S(=O)(=O)N(C)Cc4ccccc4)cc3)nc2c1	0.0	i	0	i	i	nt	-21	i	i	nt	i
CCC(=O)Nc1cccc(-c2nc3ccccc3c(=O)o2)c1	0.0	i	2	i	i	7	-11	i	i	-16	i
c1ccc(CCc2nn3c(Cn4nnc5ccccc54)nnc3s2)cc1	0.5	i	-12	i	i	-1	-9	i	i	-19	i
